PPARg SRC2 recr = agonists of PPARg-SRC-2 recruitment, primary screen, biochemical, HTS | PPARgamma LBD-SRC-2 recruitment | activation, % at 8 µM | 0.34% of 200,000 active | AID 1032, 2008; in the data active = activation above about 22%;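 note: 0% = vehicle and 100% = reference agonist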
Target sequence (P37231 whole entry, looked up, the tested form may be a part): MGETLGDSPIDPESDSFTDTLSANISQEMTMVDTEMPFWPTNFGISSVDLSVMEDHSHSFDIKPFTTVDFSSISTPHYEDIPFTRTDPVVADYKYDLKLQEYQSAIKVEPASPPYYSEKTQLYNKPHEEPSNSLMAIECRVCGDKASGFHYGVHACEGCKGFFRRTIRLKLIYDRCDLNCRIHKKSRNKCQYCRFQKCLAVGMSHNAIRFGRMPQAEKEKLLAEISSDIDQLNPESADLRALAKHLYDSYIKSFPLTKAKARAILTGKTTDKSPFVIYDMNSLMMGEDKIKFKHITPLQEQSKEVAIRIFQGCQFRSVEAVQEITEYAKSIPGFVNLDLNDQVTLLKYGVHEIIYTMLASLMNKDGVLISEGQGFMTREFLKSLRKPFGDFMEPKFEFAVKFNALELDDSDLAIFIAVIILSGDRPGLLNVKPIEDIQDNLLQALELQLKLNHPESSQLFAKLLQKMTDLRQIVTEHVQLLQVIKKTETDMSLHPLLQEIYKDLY
Redox H2O2 prof = compounds producing H2O2 with reducing agent – biochemical, NIH compound library profiling, artefact control for MLSCN library redox annotation, primary screen | DTT-dependent redox cycling H2O2, phenol red/HRP absorbance; 100% = 100 µM peroxide control, 0% = buffer | activation, % at 10 µM | 0.03% of 200,000 active | AID 878, 2007;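 active = activation of at least 50% relative to the plate's high and low controls in the primary single-dose screen; inactive = activation below 50%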;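 note: compound incubated with DTT at 0.8 mM final as the reducing agent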
bIAP inhibitor = bovine intestinal alkaline phosphatase inhibitors, primary screen, selectivity assay for TNAP inhibitor project, biochemical, bovine IAP, CDP-star luminescence. alkaline phosphatase, intestinal [Bos taurus]. purified bovine IAP, 30 min. inhibition, % at 20 µM. 190,000 tested, under 10 active;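 active = over 50% inhibition of intestinal alkaline phosphatase at 20 µM in the single-dose screen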
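Incubation: 30 min reaction at room temperature / Material: purified bovine intestinal alkaline phosphatase (IAP) enzyme / Input: enzyme at 1/65,000,000 dilution / Dosing: 20 µM single dose / Signal: CDP-star luminescence signal / Reagent: CDP-star chemiluminescent phosphatase substrate, 30 µM final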
S1P3 antag = S1P3 receptor antagonists, primary screen, cell-based. 0.27% of 170,000 active. inhibition, % at 4.98 µM. CHO S1P3 NFAT-BLA reporter, FRET fluorescence, antagonist mode. Sphingosine 1-phosphate receptor 3 (Homo sapiens), Q99500;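 active = inhibition above the plate cutoff, the mean inhibition of test wells on that plate plus 3 SD, cut at about 28% in these data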;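 note: cells challenged with S1P at its EC80 of 0.8 µM; blue over green emission ratio from cleaved BLA substrate after 4 h stimulation; 0% = S1P-stimulated wells and 100% = unstimulated DMSO-only wells; some compounds past the cut are filed as inactive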
PPARg SRC3 recr = PPARgamma agonists recruiting SRC-3 coactivator, primary screen, biochemical. activation, % at 8 µM. biochemical PPARgamma/SRC-3 coactivator recruitment assay. 0.26% of 200,000 active. AID 731, 2007; in the data active = activation above about 23%;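 note: 0% = DMSO and 100% = reference agonist; some compounds past the cut are filed as inactive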
ROMK primary = ROMK potassium channel modulators, primary screen, cell-based, thallium flux, MLSMR library. ATP-sensitive inward rectifier potassium channel 1 (Homo sapiens), P48048. Tet-inducible ROMK, thallium flux fluorescence; actives lie on both sides. B-score at 10 µM. 2% of 130,000 active. AID 1918, 2009;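 active = signal ratio slope over the read window, or its plate-corrected B-score, at least 3 SD from the plate mean, either direction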;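 note: B-score of the F/F0 ratio slope over 7 to 12 s after thallium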
Target sequence (P48048 whole entry, looked up): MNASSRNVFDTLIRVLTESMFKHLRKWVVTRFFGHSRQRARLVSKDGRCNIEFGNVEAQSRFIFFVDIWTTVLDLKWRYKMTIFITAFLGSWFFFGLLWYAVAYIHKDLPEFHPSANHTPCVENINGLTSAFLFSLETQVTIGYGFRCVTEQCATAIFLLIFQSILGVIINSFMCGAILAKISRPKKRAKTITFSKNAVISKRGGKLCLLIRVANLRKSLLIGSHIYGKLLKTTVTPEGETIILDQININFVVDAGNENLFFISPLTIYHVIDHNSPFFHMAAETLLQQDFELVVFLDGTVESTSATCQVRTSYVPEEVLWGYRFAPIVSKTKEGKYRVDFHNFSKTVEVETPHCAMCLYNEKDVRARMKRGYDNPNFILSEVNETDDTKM
SRC2 TRFRET art = TR-FRET signal artefacts, primary screen, artefact control for PPARgamma SRC-2 agonist project, biochemical. TR-FRET artefact counter-screen; active compounds read high. TR-FRET ratio at 8 µM. 0.4% of 200,000 active. AID 1049, 2008; in the data active = TR-FRET ratio above about 2000; note: inactives centre near 1500
RAM inhibit = inhibitors of the yeast RAM network, primary screen, dse1pr::URA3 reporter, 5-FOA selection. 1.8% of 190,000 active. S. cerevisiae dse1pr::URA3 reporter, 5-FOA growth OD615, 2 d; analog-sensitive cbk1-as2 kinase mutant strain. inhibition, % at 50 µM. AID 868, 2007;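 active = inhibition above a set limit, 3 SD over mean compound inhibition, cut at about 8.4% in these data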;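 note: 0% = DMSO-only wells with no growth and 100% = 10 µM 1-NA-PP1 full growth; inhibition rescues growth on 5-FOA so higher OD means more RAM inhibition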
HMGR II inh = inhibitors of E. faecalis class II HMGR, primary screen, biochemical, Enterococcus faecalis; inhibition, % at 10 µM; purified E. faecalis HMGR, NADPH absorbance 340 nm kinetic; 0.41% of 190,000 active; HMG-CoA reductase (Enterococcus faecalis, mvaE);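 active = inhibition above a set limit, the median over all tested compounds plus 3 SD, cut at about 9.5% in these data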;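 note: enzyme runs in reverse so mevalonate oxidation gives rising NADPH absorbance; 0% = complete reaction with DMSO and 100% = background rate lacking mevalonate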
L major viab = Leishmania major promastigote growth inhibition, primary screen; inhibition, % at 10 µM; 9% of 200,000 active; AID 1063, 2008; Leishmania major promastigotes, resazurin fluorescence viability; in the data active = inhibition above about 50%;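 note: promastigotes grown with compound for 44 hours at 28 °C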
PPARg SRC-1 ag = PPARgamma agonists recruiting SRC-1 coactivator, primary screen, biochemical | PPARgamma-SRC-1 coactivator recruitment biochemical assay | activation, % at 8 µM | 0.41% of 200,000 active; in the data active = activation above about 19%;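 note: 0% = DMSO and 100% = reference agonist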
Numbers without * were called inactive; . = not tested or not shown.

SMILES | PPARg SRC2 recr | Redox H2O2 prof | bIAP inhibitor | S1P3 antag | PPARg SRC3 recr | ROMK primary | SRC2 TRFRET art | RAM inhibit | HMGR II inh | L major viab | PPARg SRC-1 ag
O=C(C1CCN(C2CCN(Cc3ccc4c(c3)CCO4)CC2)CC1)N1CCCC1 | -2 | -0.3 | -11 | 4 | -2 | 0.24 | 1538 | 0.2 | -2 | -9 | -2
COc1ccc(CC(=O)OCC(=O)NCCc2ccccc2)cc1OC | 2 | 0.6 | 4 | -13 | 4 | . | 1470 | 0.2 | -6 | -5 | 1
O=C1C(=O)N(CCN2CCOCC2)C(c2cccnc2)/C1=C(/O)c1ccccc1 (centres undefined) | 3 | -0.2 | -3 | 2 | 0 | 0.85 | 1688 | 1.1 | -5 | -5 | -8
CN(Cc1cccs1)c1nc(-c2cccnc2)nc2ccccc12 | 8 | 0.0 | 16 | 7 | -1 | -0.82 | 1707 | 0.6 | -11 | 18 | 1
COc1cc(/C=N/NC(N)=S)ccc1OCC(=O)Nc1ccc(C)cc1 | 1 | -3.2 | 21 | . | 1 | . | 1535 | 5.0 | -1 | -4 | -1
CCn1c(=O)c(C(C)=O)nc2ccccc21 | -8 | 2.5 | 0 | -22 | -2 | . | 1439 | -0.8 | -5 | 0 | 0
O=C(Cc1ccccc1)NN1C(=O)C2C3C=CC(C4CC34)C2C1=O (centres undefined) | -1 | 0.0 | 4 | -4 | -3 | . | 1501 | 0.7 | 1 | -4 | 1
CCCOC(=O)c1ccc(NC(=O)c2ccccc2[N+](=O)[O-])cc1 | -2 | -0.9 | 10 | -5 | -4 | -0.22 | 1439 | 3.4 | -1 | -8 | -4
COc1ccccc1-n1cnc(N)c1C(C)=O | -4 | 2.4 | -2 | -4 | -15 | -0.64 | 1470 | 1.1 | 0 | -3 | -3
CC(C)(C)OC(=O)N1CCCC1C(=O)O (centres undefined) | 0 | 2.8 | 7 | 12 | -18 | . | 1147 | 2.0 | 1 | -1 | -7
COc1ccc(NC(=O)c2ccc(-n3cccn3)c([N+](=O)[O-])c2)cc1 | -6 | -0.3 | 1 | -14 | -2 | 0.014 | 1356 | 0.6 | 0 | 7 | -2
CCOC(=O)c1cnn(-c2ccc(C(C)C)cc2)c1NC(=O)C1CCC1 | 1 | 0.4 | -10 | . | 10 | . | 1595 | 2.5 | -2 | 3 | 8
Cc1nc2ccc(NC(=S)NC(C)C)cc2nc1C | 4 | -3.9 | 9 | . | -9 | 0.024 | 1402 | 0.7 | -5 | 7 | -6
Cc1ccc2[nH]c(=O)c(-c3nc4ccccn4c3NCc3ccco3)cc2c1 | 4 | 2.6 | 24 | . | 14 | . | 1697 | 0.1 | -1 | 10 | 11
CN(C)c1ccc(C(CNC(=O)c2ccc(F)cc2)c2c[nH]c3ccccc23)cc1 (centres undefined) | -3 | 0.0 | 17 | -9 | -1 | . | 1442 | -0.4 | -7 | 96* | -5

Of the compounds above, 2 contain an NH in an aromatic ring:
SMILES | PPARg SRC2 recr | Redox H2O2 prof | bIAP inhibitor | S1P3 antag | PPARg SRC3 recr | ROMK primary | SRC2 TRFRET art | RAM inhibit | HMGR II inh | L major viab | PPARg SRC-1 ag
Cc1ccc2[nH]c(=O)c(-c3nc4ccccn4c3NCc3ccco3)cc2c1 | 4 | 2.6 | 24 | . | 14 | . | 1697 | 0.1 | -1 | 10 | 11
CN(C)c1ccc(C(CNC(=O)c2ccc(F)cc2)c2c[nH]c3ccccc23)cc1 (centres undefined) | -3 | 0.0 | 17 | -9 | -1 | . | 1442 | -0.4 | -7 | 96* | -5

New compounds follow
SMILES | PPARg SRC2 recr | Redox H2O2 prof | bIAP inhibitor | S1P3 antag | PPARg SRC3 recr | ROMK primary | SRC2 TRFRET art | RAM inhibit | HMGR II inh | L major viab | PPARg SRC-1 ag
CCOc1ccc(NC(=O)CC2C(=O)N(c3ccc(OC)cc3)C(=O)N2CCc2cccs2)cc1 (centres undefined) | 9 | -0.3 | 6 | 8 | -2 | -0.46 | 1552 | 3.6 | -1 | 15 | 16
C=CCN1C(=O)C(Cc2ccccc2)SC1=Nc1ccc(C(=O)O)cc1 (centres undefined) | -9 | 0.4 | -2 | -11 | -4 | 0.51 | 1572 | 1.7 | -4 | 21 | -6
O=C(/C=C/c1ccc(Br)cc1)c1ccco1 | 1 | 0.8 | 44 | -1 | 2 | -5.4* | 1584 | -0.3 | -6 | 89* | 5
Cc1ccc([N+](=O)[O-])cc1N/C=C/C(=O)c1ccco1 | 2 | -4.3 | -4 | . | 1 | -0.43 | 1552 | 0.5 | -9 | 2 | 0
CCCN1C(=O)SC(CC(=O)Nc2cccc3ccccc23)C1=O (centres undefined) | 3 | 0.8 | 1 | . | -11 | . | 1268 | 1.0 | -4 | 18 | -9
Cc1ccc(N(C(=O)CCC(=O)Nc2cc(C)on2)C(C(=O)NC2CCCC2)c2cccs2)cc1 (centres undefined) | 1 | 0.1 | 40 | . | 4 | -0.78 | 1281 | 3.8 | 1 | 54* | 1
COc1ccc(Cn2c(=S)[nH]c3cc(OC)c(OC)cc3c2=O)cc1 | 5 | -0.6 | -24 | -29 | 4 | 0.39 | 1654 | 0.8 | -1 | 3 | 4
CCOc1ccc(-c2n[nH]c(C)c2Oc2ccc(OC)cc2)c(O)c1 | -5 | -3.4 | -47 | -23 | 2 | 0.79 | 1657 | 3.4 | 3 | 5 | 12
COC(=O)C1=C(C)N(C)C(C)=C(C(=O)OC)C1c1ccccn1 | 4 | 0.1 | 1 | 15 | 4 | . | 1543 | 0.8 | 1 | -5 | -10
Cc1ccc(SCc2[nH]nc3c2C(c2ccco2)C(C#N)=C(N)O3)cc1 (centres undefined) | 13 | -0.6 | 12 | -3 | -9 | . | 1864 | 2.8 | -2 | 62* | 12
Cc1ncc2c(c1OC(=O)c1ccc([N+](=O)[O-])cc1)COC(C)(C)OC2 | -3 | 2.6 | 8 | . | -15 | . | 1599 | 2.5 | -10 | -2 | -5
Cc1ccc(C)c(NC(=O)Cn2nc(C(F)(F)F)cc2C2CC2)c1 | 2 | -0.2 | 8 | . | -6 | 0.094 | 1568 | 1.2 | 1 | -2 | 4
COc1ccc(C2(CNC(=O)c3ccc(OCC(C)C)cc3)CCOCC2)cc1 | -3 | 0.2 | 8 | -2 | 5 | . | 1528 | -1.3 | -4 | 49 | 7
Cc1c(NC(=O)Nc2ccc(Cl)cc2)c(=O)n(-c2ccccc2)n1C | -2 | -0.1 | 3 | 27 | 1 | . | 1659 | 1.1 | -4 | 4 | 7
CC1CCc2c(sc3nc(CN4CCOCC4)nc(Sc4ccccc4)c23)C1 (centres undefined) | 7 | 0.7 | -9 | 4 | 1 | -0.39 | 1476 | -1.2 | -3 | 7 | -4
Cc1cc(C)nc(SCC(=O)Nc2nonc2N)n1 | -1 | -0.3 | -24 | -16 | 0 | 0.63 | 1461 | -0.2 | -7 | 4 | -4
O=C(CCCCCCN1C(=O)c2ccccc2C1=O)N1CCC(c2ccccc2)C1 (centres undefined) | 1 | 0.1 | -4 | . | 8 | . | 1504 | 1.1 | -3 | 0 | -12
COc1ccc(Nc2ncc(C(=O)O)c3ccccc23)cc1 | 6 | 0.2 | 12 | . | 2 | 0.59 | 1556 | -0.3 | -6 | 1 | 5
COc1cc(NC(=O)CCc2nc(-c3cccs3)no2)cc(OC)c1OC | 5 | -4.5 | 13 | . | -2 | . | 1788 | 3.6 | 0 | 1 | 14
Nc1cc(=O)[nH]c(SC/C=C/c2ccccc2)n1 | -8 | 2.2 | 4 | . | -13 | . | 1347 | 0.5 | -2 | -3 | -2
O=C(COc1ccc2ccccc2c1)Nc1cccc2c1C(=O)NC2=O | -4 | -0.1 | -1 | -5 | -1 | -0.15 | 1382 | 2.1 | -5 | -5 | -5
CCN(c1ccccc1)S(=O)(=O)c1ccc(Cl)c(C(=O)OCC(=O)NC(=O)C(C)C)c1 | -2 | -1.1 | -8 | -2 | 7 | -1.3 | 1673 | 3.4 | -1 | 1 | 8
Oc1ccc(Br)cc1CNn1cnnc1 | -4 | -0.9 | 4 | . | 4 | 0.28 | 1620 | 0.5 | 0 | -9 | 6
COCc1[nH]nc2c1C(c1ccsc1)C(C#N)=C(N)O2 (centres undefined) | 5 | 0.6 | 26 | 10 | 0 | -1.4 | 1799 | 0.9 | -5 | 14 | -6
C=CCn1c(SCC(=O)c2c(N)n(C)c(=O)n(C)c2=O)nc2sc(CC)cc2c1=O | 5 | -4.9 | 17 | . | 0 | . | 1519 | 0.2 | -1 | 0 | 5
Nc1ccc(NC(=O)c2cccs2)cc1 | 2 | -0.1 | -2 | -10 | -3 | 0.49 | 1620 | 1.5 | 2 | -1 | 0
Cc1cc(-c2ccc(Cl)cc2)c(C#N)c(N)n1 | 12 | -0.2 | 28 | . | 19 | 0.0013 | 1825 | 4.8 | -4 | -5 | 19*
CCN1CCN(c2ncnc3c2c(-c2ccccc2)cn3-c2ccc(F)cc2)CC1 | 10 | -0.9 | -21 | -12 | 2 | -0.11 | 1728 | 0.4 | -3 | 86* | 2
Cc1c(C)n(CC(O)CN2CCCCCC2)c2ccccc12 (centres undefined) | 1 | -0.5 | -3 | 30 | -1 | -2.1* | 1531 | 0.2 | -6 | 99* | 4
N/C(=N\OC(=O)CSc1ccccc1)c1cccc([N+](=O)[O-])c1 | -5 | 0.3 | 1 | -9 | 0 | . | 1490 | 1.4 | 3 | 81* | -1
O=C(NN1C(=O)C2C3c4ccccc4C(c4ccccc43)C2C1=O)C1CC1 (centres undefined) | -10 | -0.2 | 4 | -13 | 2 | . | 1624 | -0.5 | 1 | -5 | 6
O=C(Cc1ccccc1)N/N=C/c1cc(Br)c(Br)o1 | 3 | 0.7 | -2 | . | -2 | . | 1601 | 0.6 | -2 | -4 | 11
CSc1ncccc1C(=O)Nc1ccc(S(=O)(=O)NC2=NCCCCC2)cc1 | 1 | -1.3 | -9 | 10 | 2 | -0.081 | 1558 | 0.5 | -3 | -1 | 0
COc1ccccc1CC(Cc1nc2ccccc2[nH]1)c1nc2ccccc2[nH]1 (centres undefined) | -10 | 1.3 | -259 | -2 | -4 | . | 1319 | 1.3 | -3 | 98* | -13
Cn1cc(/C=N\NC(=O)C2COc3ccccc3O2)c2ccccc21 (centres undefined) | 4 | -0.3 | 10 | 10 | 3 | . | 1626 | 4.6 | -1 | 21 | 1
Cc1ccc(N2CC(C(=O)Nc3ccc(N(C)C)cc3)CC2=O)cc1C (centres undefined) | 7 | -2.6 | . | . | 18 | -0.13 | 1624 | 0.4 | -4 | -2 | 6
